uPA generation: inhibitors of cell surface uPA generation | Potency, µM (titrated, usually from 38.3 µM), inactives show at the top dose activity change, negative = inhibition, hits mostly inhibitors | hit rate 0.31% among 330,000 | AID 540303 | cell surface uPA generation assay, qHTS; active means well fitted inhibition curve with a large enough effect; inconclusive means small, poorly fitted or top-dose-only effect; inactive means no such curve, though single readings can be large or run the other way; tested in mouse RAW 264.7 cells; further: potency means the concentration at half of the fitted maximal effect; on the % scale 0 is the no-effect control and ±100 the full control effect; nearly all actives have a fitted effect of over 55% in size
USP2a inh: USP2a (human) protease inhibition; O75604; USP2 core, Ub-CHOP2 coupled fluorogenic reporter, 485/531; Potency, µM (titrated, usually from 38.3 µM), for the others: at the highest dose activity change, negative = inhibition, actives largely listed as inhibitors; hit rate 0.01% among 330,000;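 further: potency means the concentration at half of the fitted maximal effect; plate controls were DMSO wells for no effect and full inhibition by NEM control for full effect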
Target sequence (O75604 whole entry, looked up): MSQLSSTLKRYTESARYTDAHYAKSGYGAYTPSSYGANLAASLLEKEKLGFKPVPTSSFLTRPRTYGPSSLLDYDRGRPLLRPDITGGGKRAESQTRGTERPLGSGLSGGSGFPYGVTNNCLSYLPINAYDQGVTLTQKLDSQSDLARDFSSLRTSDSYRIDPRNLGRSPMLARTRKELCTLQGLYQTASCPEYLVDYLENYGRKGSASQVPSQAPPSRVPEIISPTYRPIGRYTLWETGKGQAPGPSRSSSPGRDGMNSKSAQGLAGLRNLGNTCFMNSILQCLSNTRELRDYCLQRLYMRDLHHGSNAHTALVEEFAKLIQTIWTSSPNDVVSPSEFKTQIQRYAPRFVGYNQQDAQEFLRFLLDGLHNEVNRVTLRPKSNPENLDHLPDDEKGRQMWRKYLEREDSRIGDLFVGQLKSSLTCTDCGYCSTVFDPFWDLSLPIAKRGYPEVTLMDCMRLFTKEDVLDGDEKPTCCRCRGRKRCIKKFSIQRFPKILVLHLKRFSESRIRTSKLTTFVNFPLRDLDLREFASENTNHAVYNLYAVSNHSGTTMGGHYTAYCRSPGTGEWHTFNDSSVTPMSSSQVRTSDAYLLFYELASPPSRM
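USP2 core (10nM final) preincubated 30min RT with compound in 20mM Tris-HCl pH 8.0, 2mM CaCl2, 2mM beta-mercaptoethanol, 0.05% CHAPS; 25nM Ub-CHOP2 plus 25nM reporter substrate added, fluorescence (Ex485/Em531) read after 60min.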
Integrin act MD: activates integrin-mediated alleviation for muscular dystrophy | Potency, µM (highest dose often 38.3 µM), without a hit: top-dose activation, most hits filed as activators | alpha7betagal myoblasts, beta-gal FDG fluorescence, 48 h | AID 624291 | hit rate 0.064% among 350,000;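 further: potency means the concentration at half of the fitted maximal effect; 100% = response of the positive control SU9516; nearly all actives have a fitted effect of over 60% in size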
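alpha7betagal+/- myoblasts (passage 13, 250/well) treated 48 h at 37C with compounds at 1:260 dilution of DMSO stock. Lysed, then beta-galactosidase activity read as FDG fluorescence (ex 480/em 540) after 30 min, with pre-read for autofluorescence.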
p53 reactivation: restores transcriptional activity of mutant p53; hit rate 0.063% among 320,000; AID 504706; Potency, µM (doses to about 92.2 µM), inactives show top-dose activity change, positive = activation, most hits filed as activators; H1299 p53-A138V BP100-luciferase reporter, luminescence, 24 h; further: potency means the concentration at half of the fitted maximal effect; % of control where 0% means no effect; nearly all actives have a fitted effect of over 45% in size
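p53-null H1299 cells stably carrying temperature-sensitive p53-A138V and a BP100-luciferase reporter were pinned with compounds (4-point, 1:5 series) and held 24 hrs at 37 deg C. Luminescence was read 10 min after detection reagent.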
ASM inhibitor: blocks human secretory acid sphingomyelinase. placental ASM, HMU-PC fluorogenic substrate, 60 min. Potency, µM (highest dose often 57.5 µM), for the others: top-dose activity change, negative = inhibition, most hits filed as inhibitors. AID 504937. hit rate 0.006% among 340,000; further: potency means the concentration at half of the fitted maximal effect
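HMU-PC0 cleavage (9 uM final) by human placental ASM, 60 min at 37 °C following 10 min compound exposure at RT; stopped at pH 10, fluorescence Ex 386/Em 447 nm.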
Eya2 inh: blocks the phosphatase activity of human Eya2 | Potency, µM (highest dose often 76.9 µM), for inactives: top-dose activity, negative = inhibition, hits mostly inhibitors | recombinant Eya2, OMFP fluorescence dephosphorylation (OMFP is methylfluorescein phosphate) | hit rate 0.006% among 330,000 | O00167; further: potency means the concentration at half of the fitted maximal effect; on the % scale 0 is the no-effect control and ±100 the full control effect
Target sequence (O00167 whole entry, looked up): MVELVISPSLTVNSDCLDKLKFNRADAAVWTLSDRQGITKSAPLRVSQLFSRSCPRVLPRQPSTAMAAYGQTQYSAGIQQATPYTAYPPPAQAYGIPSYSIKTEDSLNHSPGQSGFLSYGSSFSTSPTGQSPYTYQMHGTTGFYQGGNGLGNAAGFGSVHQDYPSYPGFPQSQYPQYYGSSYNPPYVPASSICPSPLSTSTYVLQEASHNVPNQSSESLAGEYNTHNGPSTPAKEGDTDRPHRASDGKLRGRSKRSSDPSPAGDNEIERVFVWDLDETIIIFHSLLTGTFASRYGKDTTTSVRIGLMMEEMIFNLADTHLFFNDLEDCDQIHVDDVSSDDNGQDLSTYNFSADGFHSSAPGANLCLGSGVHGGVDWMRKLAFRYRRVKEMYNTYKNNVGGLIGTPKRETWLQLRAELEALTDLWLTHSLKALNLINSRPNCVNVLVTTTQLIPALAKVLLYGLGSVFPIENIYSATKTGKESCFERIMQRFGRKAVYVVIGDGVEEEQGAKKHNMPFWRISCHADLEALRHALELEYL
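Eya2 (0.2 uM) preincubated 10 min at ambient with compound, then OMFP substrate added at 50 uM; 10 min reaction in 50 mM HEPES pH 7.5, 50 mM NaCl, 5 uM MgCl2, 0.05% BSA, 1 mM DTT. Fluorescence read at Ex 485/Em 525 nm.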
TRPV1 agonist: human TRPV1 agonism | Q8NER1 | TRPV1-expressing cells, Fluo-8 calcium influx, agonist mode | activation, % at 8.33 µM | hit rate 0.19% among 320,000 | AID 540275; in the data active means activation above about 80%; inconclusive means between about 30% and that limit; further: 0% is about no effect
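Fluo-8 calcium influx in TRPV1-expressing cells, kinetic read (ex 480/em 520 nm). Compound added and read 3 min for agonist activity, followed by capsaicin at EC20 final and 2 min further read for enhancement.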
BRCA1 expr act: activators of BRCA1 expression; Potency, µM (doses to about 46.1 µM), inactives show at the highest dose activation, most hits filed as activators; hit rate 1.1% among 380,000; AID 624202; MCF7-BRCA1-FFLuc reporter, luminescence, 48 h; response scale: scaled: vehicle 0%, 10 µM genistein 100%; further: potency means the concentration at half of the fitted maximal effect; nearly all actives have a fitted effect of over 80% in size; some results filed as inactive show a strong effect at the top dose
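Luminescence from a BRCA1-driven firefly luciferase in MCF7 cells was read after 48 h compound exposure at 37 C. Data normalized against DMSO and a 10microM genistein activation control, then curve-fitted across the titration.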
TSG101-PTAP inh: blocks PTAP/TSG101 interaction to inhibit HIV-1 budding; Q99816; Fluorescence polarization, FITC-PTAP peptide / Tsg101 binding; Potency, µM (series often up to 115 µM), without a hit: top-dose activity change, negative = inhibition, hits mostly inhibitors; 340,000 tested, under 10 active; AID 493005; active means well fitted inhibition curve with a large enough effect in the main read-out, with a control signal flat, not every such curve was filed as active; inconclusive means small, poorly fitted or top-dose-only effect, or effect the other way, or a change in a side signal; inactive means no such curve, though single readings can be large or run the other way; further: potency means the concentration at half of the fitted maximal effect; % of control where 0% means no effect
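FP read-out: FITC-PTAP peptide, 50 nM final, binding Tsg101 binding domain, 10 uM final; 20 min, r.t.; 10 mM HEPES pH 7.5, 0.15 M NaCl, 0.01% Tween 20, 3 mM EDTA, 0.1 mM TCEP.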
ELG1 genotoxic: genotoxicity induction in ELG1-luciferase HEK293T cells; HEK293T ELG1-luciferase reporter, luminescence, 16 h; Potency, µM (highest dose often 46 µM), for the others: at the top dose activity change, positive = activation, hits mostly activators; hit rate 1.3% among 330,000; further: potency means the concentration at half of the fitted maximal effect; % of control where 0% means no effect; nearly all actives have a fitted effect of over 60% in size
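HEK293T cells expressing luciferase-tagged ELG1 were exposed to compound or DMSO vehicle for 16 hr at 37 °C and 5% CO2. Luciferase activity was then measured with ONE-Glo after 30 min at room temperature.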
B2AR arrestin: beta2AR (human) beta-arrestin recruitment activity; P07550; beta-arrestin recruitment to beta2AR, cell-based reporter; Potency, µM (top dose mostly 46.1 µM), without a hit: at the highest dose activation, usual class: activators; hit rate 0.02% among 330,000; AID 492947;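 further: potency means the concentration at half of the fitted maximal effect; 0% = DMSO controls and full agonism = EC100 isoproterenol or metaproterenol; nearly all actives have a fitted effect of over 65% in size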
* marks the source's active call; other numbers are inactive results; ? = inconclusive; nt = no result given; [ ] = dose if it differs, or a comment. Unless noted, the call rests on the fitted dose curve; in most records, active means well fitted curve in the direction sought with a large enough effect; inconclusive means small, poorly fitted or top-dose-only effect, or another doubt; inactive means no such curve, though single readings can be large; an effect the other way counts as inactive or inconclusive.

SMILES | uPA generation | USP2a inh | Integrin act MD | p53 reactivation | ASM inhibitor | Eya2 inh | TRPV1 agonist | BRCA1 expr act | TSG101-PTAP inh | ELG1 genotoxic | B2AR arrestin
O=C(NCc1ccc2c(c1)OCO2)c1ccc(CN2CCOCC2)cc1 | 0% | -2% | -12% | -7% | -1% | -16% | 1 | 1% | nt | 10% | -0.1%
C/C(=N\O)C(=O)NCCCn1ccnc1 | 1% | 5% | -7% | 4% | 0% | -2% | 2 | -29% | -2% | 0% | -0.8%
Cc1ccc(CCNC(=O)CS(=O)Cc2nc(-c3cccs3)oc2C)cc1 (stereo unspecified) | -12% | 1% | -7% | -3% | -8% | -5% | -5 | -26% | 1% | -1% | -0.7%
CC1(C)CC(NC(=O)c2cccc([N+](=O)[O-])c2)CC(C)(C)N1 | -2% | 1% | 5% | 9% | -2% | -1% | 1 | 3% | -3% | 0% | -0.7%
O=C(CCCN1C(=O)c2cccc3cccc(c23)C1=O)NCCN1CCOCC1 | nt | -11% | -7% | 1% | 4% | -1% | -2 | 30% | -4% | 1% | -0.1%
COc1ccc(OC)c(-n2c(=S)[nH]c3cc(C(=O)N4CCCCC4)ccc3c2=O)c1 | -5% | 1% | 0% | 0% | -9% | -9% | 6 | -18% | -2% | -8% | -0.2%
O=C(COC(=O)Cc1ccc(Br)cc1)NCc1ccc2c(c1)OCO2 | 0% | -1% | 0% | -1% | -3% | -44% | ? | -8% | -7% | 1% | -0.8%
CC[C@@]12C(=O)N(c3cccc(Br)c3)C(=O)N1[C@H](c1ccc(Br)cc1)[C@@H]1C(=O)N(C(C)(C)C)C(=O)[C@@H]12 | -9% | -5% | -10% | 6% | 0% | -13% | 12 | -60% | -2% | -3% | -0.1%
COc1cc(NC(=O)c2cc(-c3cccnc3)nc3ccc(C)cc23)c(OC)cc1Cl | nt | 0% | nt | 22% | nt | 0% | 1 | nt | nt | -17% | 0.2%
O=C(NCCN1CCCCC1)c1ccc2c(c1)OCCO2 | 4% | 0% | 5% | ? | 2% | -12% | 0 | 92% | -2% | 5% | 0.3%
COc1ccc(C(=O)Nc2cc(-c3ccccc3)nn2-c2ccccc2F)cc1 | 7% | 1% | -20% | -10% | -8% | 24% | 0 | 0% | -2% | 3% | -0.1%
COc1ccc(-n2c(O)c(/C=N/NS(=O)(=O)c3ccc(C)c([N+](=O)[O-])c3)c3ccccc3c2=O)cc1OC | 4% | 2% | 0% | 8% | 161%[activator] | 8% | 2 | 6% | ? | 0% | 0.2%
CCOC(=O)C1CCN(C(=O)CCCNC(=O)Cn2cnc3sc(C)c(C)c3c2=O)CC1 | 4% | -1% | -5% | -1% | -3% | 0% | 1 | -9% | -2% | 4% | -0.2%
COc1ccc2c(C)cc(SCC(=O)Nc3c(C)n(C)n(-c4ccccc4)c3=O)nc2c1 | 12% | 2% | -4% | 0% | -2% | -1% | 1 | 1% | -5% | -2% | 0.4%
CCO[C@H]1OC(C(=O)N2CCN(Cc3ccc4c(c3)OCO4)CC2)=C[C@@H](C)[C@@H]1CCCO | 1% | -2% | -13% | 2% | 1% | -4% | 1 | 0% | -4% | -1% | -0.6%
COc1cccc(CNC(=O)CN2C(=O)CSc3ccc(S(=O)(=O)N4CCCCC4)cc32)c1 | 2% | 1% | -12% | -3% | -5% | 6% | 5 | 19% | -3% | 0%[9.26 µM] | -0.1%
COc1cccc(/C=C2\SC(=N)N(c3ccc(F)cc3)C2=O)c1 | 6% | 6% | 15% | -3% | -2% | -7% | 2 | -10% | -1% | -2% | -0.1%
COc1ccc(C(=O)NNS(=O)(=O)c2ccccc2)cc1OC | 2% | -1% | 26% | 14% | 0% | -5% | 1 | -1% | 0% | -1% | 0.4%
COc1ccc(CN(CC(=O)NCc2ccco2)C(=O)CCC(=O)Nc2nccs2)cc1 | -2% | 0% | -11% | -13% | 1% | 8% | 2 | 9% | -3% | -2% | -0.4%
Oc1cccc(/C=N/Nc2ccc(Cl)nn2)c1O | 2.8µM* | 1% | 11% | ? | 0% | -7% | -3 | -57% | -3% | ? | 8.0%
CCCCCCSc1nsc(N)n1 | 5% | nt | -2% | nt | 3% | nt | -3 | ? | -1% | nt | nt
CCOc1cc(/C=N\NC(=O)c2ccc(NC(=O)CC)cc2)ccc1OC(=O)c1ccccc1 | -3% | 1% | -14% | -2% | -2% | -32% | 0 | -38% | -2% | 3% | -1.6%
Cc1cccc(NC(=O)c2ccc3[nH]c(=O)c(=O)[nH]c3c2)n1 | 10% | -1% | 14% | 29% | 18% | -13% | 2 | -14% | -3% | 2% | -0.1%
COc1ccc(CC(C(=O)Nc2cccc(F)c2)c2nn[nH]n2)c(OC)c1 (stereo unspecified) | nt | 0% | -18% | 3% | 8% | 3% | 1 | 2% | -6% | -1% | -0.7%
O=C(CCc1nnc2ccc(NCc3ccco3)nn12)Nc1ccccc1F | 6% | 1% | -34%[inhibitor] | 9% | 0% | 2% | -5 | -2% | -1% | ? | -0.6%
Later entries:
SMILES | uPA generation | USP2a inh | Integrin act MD | p53 reactivation | ASM inhibitor | Eya2 inh | TRPV1 agonist | BRCA1 expr act | TSG101-PTAP inh | ELG1 genotoxic | B2AR arrestin
Cc1nc(Cl)sc1C(=O)Nc1ccc(C(F)(F)F)cc1 | -29% | 1% | 0% | nt | -2% | -5% | ? | -29% | -1% | 0% | -0.7%
CCSc1ccccc1C(=O)Nc1nncs1 | -3% | 1% | -6% | -8% | 2% | 9% | -4 | -13% | -5% | 3% | -0.3%
Cc1cc(NC(=O)c2ccc(C)s2)n(-c2ccccc2)n1 | 0% | 1% | 12% | 0% | 2% | 11% | -1 | -4% | -7% | 8% | 0.3%
O=C(c1ccc(Cl)nc1)N1CCN(S(=O)(=O)c2ccccc2)CC1 | 0% | 6% | 7% | 2% | 5% | -9% | -3 | 0% | -2% | 0% | -0.3%
O=C(NCCCN1CCCC1=O)c1cc(-c2cccnc2)nc2ccc(Cl)cc12 | -2% | 2% | 9% | -2% | 2% | -17% | -3 | -18% | -4% | 3% | -1.0%
COc1ccc(-c2cc(=O)oc3cc(OCC(=O)Nc4ccc(CCO)cc4)ccc23)cc1 | -4% | 5% | 0% | 8% | -3% | -5% | 2 | 32% | -5% | -4% | -0.1%
O=C1c2ccccc2NC(c2ccc(Cl)cc2Cl)N1Cc1ccccc1 (stereo unspecified) | -16% | -10% | -33% | 4% | 132%[activator] | -3% | 0 | -68% | -2% | -15% | 0.1%
CC(=O)CSc1nnc(CN2C(=O)CSc3ccc(C(F)(F)F)cc32)n1C | 7% | 2% | 22% | -1% | -1% | -6% | 0 | -13% | -9% | 0% | -0.6%
Cc1ccc(S(=O)(=O)Cn2nnnc2C(c2ccccn2)N2CCN(c3ccccc3)CC2)cc1 (stereo unspecified) | -8% | -1% | 1% | -1% | -3% | -2% | 1 | -29% | -2% | -5% | 0.5%
O=C(C1CCCN1S(=O)(=O)c1cccc2nsnc12)N1CCCCC1 (stereo unspecified) | 0% | 1% | -12% | -6% | -3% | 0% | -2 | -2% | -1% | -4% | -0.4%
CC(C)(C)c1ccc(C(=O)c2c[nH]c(C(=O)NCCc3ccccn3)c2)cc1 | 4% | 0% | 0% | 21% | 7% | -2% | 6 | 64% | -1% | 6% | 0.1%
CCOC(=O)Cc1csc(NC(=O)CCN2C(=O)c3ccccc3C2=O)n1 | -15% | 0% | 20% | -2% | -4% | 5% | -3 | 4% | -4% | 0% | -0.2%
CCOc1ccc(/C=C2\SC(=S)N(CC(=O)N(CCO)C(C)(C)C)C2=O)cc1 | -2% | -1% | -36% | 7% | -27% | -8% | 1 | -6% | -4% | -8% | 0.0%
CCCCCCSc1cc(-c2nc3cnccn3c2NCCCC)ccc1OC | 11% | 0% | -33% | 5% | nt | -7% | nt | -67% | nt | -4% | -1.3%
COC(=O)CN1C(=O)Nc2ccc(Br)cc2C1c1ccccc1 (stereo unspecified) | 4% | 1% | -4% | -13% | -1% | 0% | 1 | 24% | -4% | -2% | -0.3%
CCCCc1ccc(NC(=O)Nc2cc(C)nn2C)cc1 | 5% | 3% | -14% | -7% | -1% | 12% | ? | -19% | -5% | 9% | -0.2%
CCCNC(=O)OC[C@H]1O[C@H](CCO/N=C/C[C@@H]2C=C[C@H](OC(C)=O)[C@@H](COC(C)=O)O2)C=C[C@@H]1Oc1ccc(OC)cc1 | nt | 4% | nt | 1% | nt | -2% | 2 | nt | nt | 4% | 0.7%
CC1C/C(=N\NC(=O)c2ccc(NS(=O)(=O)c3ccc(Br)cc3)cc2)CC(C)(C)C1 (stereo unspecified) | -2% | 4% | 4% | -3% | 8% | -2% | 4 | 6% | -4% | -2% | -0.6%

Screening data (PubChem BioAssay)
